INS-1E GSIS act: primary screen for activators of insulin secretion dependent on glucose, INS-1E cells, GLuc reporter luminescence. activation, % at 16.6 µM. INS-1E GLuc reporter insulin secretion, 2-3 h. 370,000 compounds, 0.61% hits. AID 743287;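 active = lowest replicate activation of at least 40%, so every replicate reaches that level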;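 note: 0% = median of neutral control wells and 100% = median of IBMX positive control wells; some compounds called inactive have numbers as strong as hits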
miR122 inh: miR-122 inhibition in Huh7 cells; Huh7 miR-122 Renilla luciferase sensor, 48 h; neutral wells = 0, positive control = 100; activation (reporter increase), % at 12.5 µM; 340,000 compounds, 0.3% hits; AID 602342;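 active = mean replicate activation score at least 90 and every replicate individually at or above 90; inconclusive = only one of the two criteria met; inactive = neither criterion met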;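 note: higher luciferase means less miR-122 activity so hits act as miR-122 inhibitors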
DENV2 CPE rescue: protects cells from dengue virus 2 cytopathic effect; DENV2-infected cells, cytopathic effect rescue, plate reader; CPE inhibition, % at 9.99 µM; 350,000 compounds, 1.7% hits; AID 651640; in the data active = CPE inhibition above about 20%, passing the limit was not always enough; inconclusive = no clear call, values can overlap the other calls; tested in BHK-21 cells;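 note: 0% = median of neutral control wells and 100% = median of positive control wells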
EWS-Fli inh: blocks EWS/Fli oncoprotein-driven transcription. A673 NR0B1-luciferase reporter, viability-normalised. inhibition, % at 12.6 µM. 350,000 compounds, 0.67% hits;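 active = mean inhibition of at least 50% after viability correction, with every replicate also passing that limit; inconclusive = mean reaches 50% but only one of two replicates passes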;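 note: firefly luciferase signal divided by Alamar Blue viability fluorescence both relative to DMSO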
FN deposit inh: fibronectin deposition inhibition. inhibition, % at 12.6 µM. AH1F fibroblasts, Alexa488-fibronectin deposition fluorescence, overnight. AID 743247. 350,000 compounds, 0.086% hits;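 active = mean inhibition across replicates of 30% or more, regardless of how many single replicates reach that level; inconclusive = mean under 30% yet at least half of replicates reach 30%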;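 note: positive control wells lacked labelled fibronectin entirely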
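Material: AH1F fibroblast monolayer depositing Alexa488-labelled fibronectin into matrix / Amount: 10000 AH1F cells per well / Signal: fluorescence 485/525 nm / Medium: DMEM, 2% serum / Compound: single dose, pinned / Incubation: 1 h cell adhesion before compound, then overnight fibronectin incubation / Reagent: Alexa488-FN, 24 nM final / Read-out: inhibition of fibronectin deposition signal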
PAX8 reporter: lowers PAX8-driven luciferase in RMG-I cells; RMG-I TPO-luciferase reporter, SteadyGlo, 24 h; inhibition, % at 12.6 µM; 360,000 compounds, 1.2% hits;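 active = mean replicate inhibition at least 60% with every replicate also reaching 60%; inconclusive = only one of the two criteria is met; inactive = mean below 60% and not all replicates reaching 60%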;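 note: luciferase light reporting Pax8 driven TPO promoter activity; plate controls were median of neutral control wells for no effect and mitoxantrone controls for full effect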
F508del corr: CFTR F508del correction in bronchial cells | CFBE cells, YFP halide quenching; stimulated with forskolin plus potentiator P3; % fluorescence drop versus neutral controls | activity (quench increase), % at 7.58 µM | 350,000 compounds, 0.36% hits | AID 720511;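 active = mean added fluorescence quench of at least 8% versus neutral control, with both replicates also reaching 8%; inconclusive = only one of the mean or replicate conditions met; inactive = mean below 8% and not both replicates reaching 8%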;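 note: cells transiently co-express mutant CFTR-F508del with the halide-sensitive YFP; corrector assay measuring rescue of mutant channel to the surface after 24 h compound exposure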
* hit, by the source's call; u = inconclusive; x = not tested or not shown; [ ] = another dose, or the depositor's remark.

molecule | PAX8 reporter | DENV2 CPE rescue | miR122 inh | FN deposit inh | F508del corr | INS-1E GSIS act | EWS-Fli inh
COc1ccc(S(=O)(=O)N2CCCCN3[C@@H](CO)[C@H](c4ccc(C5=CCCC5)cc4)[C@@H]3C2)cc1 | 14.7 | -33.4 | -5.4[16.7 µM] | x | -3.3 | -9.0 | -5.8
CONc1nc2nonc2nc1NOC | -9.1 | 1.3 | x | 6.2 | -1.6 | -12.3 | 1.2
O=C(O)c1ccccc1CSc1nc2ccccc2n1Cc1ccccc1C(=O)O | 4.9 | 7.3 | -5.6 | 9.5 | 0.7 | -1.9 | 1.0
O=C(CN(Cc1ccc(Cl)cc1)C(=O)c1csnn1)NCc1ccccc1 | 7.0 | -4.7 | x | -9.9 | 0.3 | -43.8 | 10.5
Cc1cc(C)c(NC(=S)NC(NC(=O)c2ccccc2)C(Cl)(Cl)Cl)c(C)c1 (stereo not given) | 19.4 | x | 18.0 | -2.7 | x | -28.9 | x
O=C(N/N=C/c1ccc[nH]1)c1ccccc1OCc1ccc(F)cc1 | 12.5 | 0.8 | -1.7 | -2.5 | -0.5 | 8.5 | 2.1
CC(=O)Nc1ccc(S(=O)(=O)N[C@@H](C)C(=O)N2CCN(c3ccccn3)CC2)cc1 | 20.2 | -4.3 | -11.7 | -0.9 | -1.3 | 7.4 | -3.8
O=C(CCS(=O)(=O)c1ccc(Br)s1)NC1CCCCCC1 | -17.8 | x | -0.8 | -5.1 | x | -8.2 | x
CCc1cccc(OCC2Cn3c(nc4c3c(=O)n(C)c(=O)n4C)O2)c1 (stereo not given) | 17.6 | -5.1 | -1.4 | -7.5 | -0.2 | -5.9 | 12.8
C[C@H](O)C#Cc1ccc([C@H]2[C@H](CO)N3CCCCN(C(=O)c4ccc5c(c4)OCO5)C[C@@H]23)cc1 | 1.9 | 5.3 | 2.8[16.7 µM] | 11.1 | -0.7 | 3.5 | -3.5
CCc1ccc(NC(=S)NCc2cccnc2)cc1 | -7.1 | -0.4 | 20.7 | -5.4 | 2.6 | 16.1 | -2.6
COc1ccc(S(=O)(=O)N2CCCCC2)cc1NC(=O)Cc1cccs1 | 6.4 | 15.5 | 16.4 | -5.7 | -2.4 | 31.9 | 3.6
COc1ccccc1-c1cnc2c(c1)C(=O)N([C@H](C)CO)C[C@@H](C)[C@H](CN(C)C)O2 | x | 4.9 | 1.1[16.7 µM] | -1.8 | 0.2 | 19.9 | -6.8
C/C(=N\O)C(C)(C)Nc1ccc(F)cc1 | 4.2 | 2.8 | 0.3 | 1.8 | -21.9 | 1.1 | 4.1
COc1ccc(CN(C)C[C@H]2Oc3ccc(NC(=O)Nc4ccccc4)cc3CC(=O)N([C@H](C)CO)C[C@H]2C)cc1 | x | 10.6 | 3.8[16.7 µM] | x | -0.8 | -3.9 | 1.9
O=C(C1CCOCC1)N1CC2(C1)[C@@H](c1ccccc1)[C@H](CO)N2Cc1ccccc1F | -10.6 | -1.9 | x | -0.1 | -0.4 | 6.5 | 3.9
Cn1/c(=N/N=C/c2ccccn2)sc2ccccc21 | -221.6 | 6.0 | 4.2 | -2.0 | -1.8 | 1.5 | -106.7
Cn1cnc(CCNC(=O)C[C@@H]2CC[C@@H]3[C@H](COC[C@@H](O)CN3C(=O)Nc3ccc(F)cc3)O2)c1 | -18.1 | -1.5 | -1.8[16.7 µM] | -4.4 | -2.3 | -5.2 | -5.3
CCC(=O)N1[C@H](C(=O)N(C)C)[C@@H](CO)[C@@H]2Cn3c(ccc(-c4ccccc4)c3=O)[C@@H]21 | 0.7 | x | -8.9[16.7 µM] | x | -3.1 | -1.3 | -4.1
CCn1c(-c2cc(-c3ccccc3)sc2N)n[nH]c1=S | -6.7 | 1.3 | 0.5 | -3.1 | 1.5 | x | -2.0
C#CCOCCOCCOCCNc1nc(N2CCN(C(=O)C([C@@H](C)CC)n3cc(C(N)CO)nn3)CC2)nc(N2CCN(C(=O)C([C@@H](C)CC)n3cc(C(N)COC(=O)C(F)(F)F)nn3)CC2)n1 (stereo not given in full) | -4.4 | -13.2 | x | 0.6 | -2.8 | 4.7 | -10.9
COC(=O)[C@H](CC(C)C)NC(=O)c1cc2c(cn1)[nH]c1ccccc12 | 6.5 | 5.3 | x | -2.9 | -1.1 | -15.9 | 0.6
Cc1noc(C)c1NC(=O)N(C)C[C@H]1Oc2ccc(NC(=O)c3ccncc3)cc2CC(=O)N([C@@H](C)CO)C[C@H]1C | -11.8 | 11.4 | 3.3[16.7 µM] | -11.2 | 0.9 | 15.6 | -8.1
COc1cccc(CNC(=O)CCCc2cn(C)c3ccccc23)c1 | -14.0 | -0.6 | -0.8 | 5.0 | -1.6 | -19.0 | -12.0
CC=Cc1ccc2n(c1=O)C[C@H]1[C@H](CO)[C@@H](C(=O)NCCc3ccccc3)N(CCC)[C@@H]21 (mixture of isomers) | 8.6 | -6.8 | 3.8[16.7 µM] | x | -2.8 | 3.1 | -1.2
CCOc1cc(-c2nc3ccccc3s2)ccc1O | -64.6 | 2.3 | 7.1 | 5.5 | 1.0 | 45.6 | -24.5
CCc1nnc(NC(=O)CN2C(=O)N(C)C3(CCCCC3)C2=O)s1 | -7.7 | 5.0 | -1.6 | 6.8 | 3.2 | 1.0 | 1.7
Cc1ccnc(NS(=O)(=O)c2cnc(Cl)c(Br)c2)c1 | 13.6 | x | x | -4.4 | x | 7.1 | x
CCOC(=O)c1c(S(=O)(=O)Nc2cccc(Cl)c2)c(C)n(C)c1C | 16.6 | -3.4 | u | -8.9 | -2.0 | -9.6 | -11.3
COc1cccc(CNC(=O)c2cc(COc3c(F)cccc3F)on2)c1 | -64.7 | 4.7 | -3.0 | 6.6 | 0.5 | -0.2 | -36.0
COc1cccc(C(=O)COc2ccc3c(C)cc(=O)oc3c2)c1 | -4.5 | 0.0 | x | -4.1 | 2.2 | -3.9 | 15.0
O=C(CCNS(=O)(=O)c1ccc(Br)cc1)NCC(c1cccs1)N1CCOCC1 (stereo not given) | 19.7 | 13.1 | -0.2 | 2.5 | -3.6 | -18.1 | -2.8

Reformatted: results already given.
O=C(CCNS(=O)(=O)c1ccc(Br)cc1)NCC(c1cccs1)N1CCOCC1 (stereo not given)
- PAX8 reporter = 19.7
- DENV2 CPE rescue = 13.1
- miR122 inh = -0.2
- FN deposit inh = 2.5
- F508del corr = -3.6
- INS-1E GSIS act = -18.1
- EWS-Fli inh = -2.8
CCOc1cc(-c2nc3ccccc3s2)ccc1O
- PAX8 reporter = -64.6
- DENV2 CPE rescue = 2.3
- miR122 inh = 7.1
- FN deposit inh = 5.5
- F508del corr = 1.0
- INS-1E GSIS act = 45.6
- EWS-Fli inh = -24.5
CCc1nnc(NC(=O)CN2C(=O)N(C)C3(CCCCC3)C2=O)s1
- PAX8 reporter = -7.7
- DENV2 CPE rescue = 5.0
- miR122 inh = -1.6
- FN deposit inh = 6.8
- F508del corr = 3.2
- INS-1E GSIS act = 1.0
- EWS-Fli inh = 1.7

Additional records:
molecule | PAX8 reporter | DENV2 CPE rescue | miR122 inh | FN deposit inh | F508del corr | INS-1E GSIS act | EWS-Fli inh
COc1ccccc1CNC(=O)C(CCSC)NC(=O)C1CCC(C)CC1 (stereo not given) | 15.5 | x | -1.8 | -3.3 | x | -3.6 | x
CC1=NN(c2ccc(Cl)c(C(=O)O)c2)C(=O)/C1=C/c1ccc(-c2ccccc2[N+](=O)[O-])o1 | 2.2 | -5.8 | 0.3 | 0.6 | -2.4 | -18.6 | 6.5
COc1ccc(NC(C)C(=O)N2CCN(Cc3ccccc3)CC2)cc1 (stereo not given) | 4.0 | 4.5 | x | -3.8 | 2.5 | -6.1 | -3.4
O=C(COC(=O)COc1ccccc1)Nc1ccc2c(c1)OCCO2 | -2.0 | -2.8 | -3.1 | 3.5 | 0.0 | 24.2 | 5.1
COc1ccc(S(=O)(=O)N2CCC(Cc3ccccc3)CC2)cc1C(N)=O | 8.3 | -3.3 | 1.5 | -0.4 | -1.0 | -5.6 | 6.9
Cc1cc(NS(=O)(=O)c2ccc(NC(=O)Cc3ccc(Cl)c(Cl)c3)cc2)no1 | 2.5 | 13.7 | -5.6 | 9.0 | 1.6 | 16.9 | 0.2
Cc1cn(C2CC(OC(=O)C(C)C)C(CO)O2)c(=O)[nH]c1=O (stereo not given) | -18.0 | -2.7 | -4.6 | 1.2 | 1.6 | 23.5 | 3.2
COc1cc(OC)c(NC(=O)CCc2nc(-c3cccs3)no2)cc1Cl | 4.5 | x | -0.7 | 14.4 | x | x | x
CC1CCN(C(=O)c2ccc(S(=O)(=O)N3CCOCC3)cc2)CC1 | -10.5 | 8.9 | -2.7 | 1.2 | 2.7 | 1.9 | -14.1
O=C(CSc1ccc(Cl)cc1)NC1=NN(c2ccccc2)C(=O)C1 | x | -7.4 | 0.0 | 0.7 | 0.2 | 9.0 | -7.8
COCCNC(=S)N1CCC2CC1c1cc(-c3ccc4c(c3)OCO4)ccc12 (stereo not given) | -9.5 | -2.2 | 10.5 | 0.6 | 1.4 | 13.5 | -5.9
CC(=O)N1CCN(CC(C)(C)NS(=O)(=O)c2ccc(C)cc2)CC1 | 2.3 | 1.1 | 0.4 | 4.3 | 2.4 | 11.5 | x
CCCOc1cccc(C(=O)NCCNC(=O)c2ccc(C)nc2)c1 | 4.1 | -4.8 | 3.1 | -0.1 | -3.5 | -9.7 | -0.9
CC1CCN(C(=O)c2[nH]cnc2C(=O)NCc2ccccc2)CC1 | -7.2 | 7.2 | 8.2 | -8.0 | -4.1 | 17.7 | 4.1
CCC(C)c1ccccc1NC(=O)Cc1coc2cc3c(cc12)CCC3 (stereo not given) | 5.7 | x | x | 4.7 | x | -15.6 | x
COC(=O)C1CCN(C(=O)CSc2nc3ccc(OC)cc3[nH]2)CC1 | 13.2 | -0.9 | x | 6.1 | 3.2 | 11.4 | -1.2
N#Cc1ccc(-c2ccc([C@@H]3[C@@H](CO)N4C(=O)CN(C(=O)C5CC5)C[C@@H]34)cc2)cc1 | -11.9 | -4.2 | x | x | 0.5 | 8.5 | 30.6
COc1ccc(OC)c(NC(=O)c2ccno2)c1 | 10.0 | x | -2.9 | -2.4 | -0.9 | -1.2 | -8.2
N#C/C(=C\c1ccccc1)C(=O)N1CCN(c2ccccc2F)CC1 | -3.1 | 1.7 | 1.8 | 0.7 | -3.3 | -5.3 | -18.8
COc1ccccc1CNC(=O)C(Cc1ccccc1)NC(=O)c1ccccc1 (stereo not given) | -9.4 | 2.3 | x | 2.5 | -1.9 | 13.8 | -6.7
CSc1nnc(-c2cccs2)n1C | 15.2 | 7.6 | x | -0.8 | -1.1 | 25.9 | -6.6
C[C@@H]1CN([C@@H](C)CO)C(=O)c2cccc(NS(C)(=O)=O)c2O[C@@H]1CN(C)Cc1ccc(C(=O)O)cc1 | x | 5.0 | -12.8[16.7 µM] | x | -0.6 | -6.9 | -4.0
COc1ccc(/C=C\C(=O)NCc2ccc3[nH]c(C)cc3c2)cc1OC | 11.2 | -5.8 | x | 2.2 | -2.0 | 8.2 | -3.9
COc1cccc(/C=C/C(=O)OCC(=O)NCC2CCCCC2)c1OC | 4.0 | -10.7 | x | 2.0 | -0.2 | 0.7 | 2.9
CC(=O)Nc1ccc(CN(C)c2c(C)nc3ccc(C(=O)NCCc4ccccn4)cn23)cc1 | 0.9 | u | -2.2 | x | -1.3 | x | -0.4

Bioassay records from PubChem.
